# Compound activity deposited in PubChem BioAssay by several laboratories.
# CatS inh – inhibitors of human cathepsin S; 62,000 tested, 0.06% active; recombinant cathepsin S, AMC dipeptide fluorescence, pooled mixtures; inhibition, %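 (tested at 5 µM per compound within 10-compound mixtures)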; AID 501; P25774; in the data active = inhibition above about 32%, passing the limit was not always enough;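 also: 0% = enzyme without compound and 100% = blank without enzyme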
# CatG inh – inhibitors of human cathepsin G; purified enzyme, AMC-tetrapeptide fluorescence, pooled mixtures; P08311; AID 581; inhibition, % at 5 µM (by protocol); 62,000 tested, 0.2% active;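 active = inhibition above 20% in each of the two mixture wells holding the compound; inactive = inhibition of 20% or less in either well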;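 also: 0% = enzyme control without mixture and 100% = blank lacking enzyme; strong numbers were not always called active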
# CatL block – inhibitors of human cathepsin L; purified cathepsin L, fluorogenic substrate, fluorescence; inhibition, %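 (tested at 10 µM)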; 58,000 tested, 0.17% active; AID 460; in the data active = inhibition above about 45%;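 also: 0% = enzyme with no compound and 100% = no enzyme blank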
# ROCK2 blocker – blocks human Rho kinase 2 activity; 60,000 tested, 0.35% active; inhibition, % at 6 µM; purified ROCK2, Kinase-Glo ATP depletion luminescence; O75116;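 active = inhibition above the screen-wide mean inhibition plus 3 SD, cut at about 18% in these data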;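 also: plate controls were DMSO wells for no effect and Y-27632 control wells after no-enzyme background subtraction for full effect; many of its hits are not listed in these tables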
# FXIa inh mix – factor XIa (human) inhibition, mixture screen; 62,000 tested, 0.19% active; purified FXIa, fluorogenic substrate, pooled mixtures; P03951; AID 680; inhibition, % at 5 µM;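 also: each value is inhibition by a whole ten-compound pool holding the compound; 0% = enzyme with no mixture and 100% = wells lacking enzyme; strong numbers were not always called active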
# PKA kinase inh – blocks human protein kinase A activity. P17612. PKA Kemptide phosphorylation, Kinase-Glo ATP luminescence. inhibition, % at 6 µM. 65,000 tested, 0.1% active. AID 524;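 active = inhibition above the screen-wide mean inhibition plus 3 SD, cut at about 21% in these data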; also: many of its hits are not listed in these tables
# JNK3 blocker – inhibitors of human JNK3 kinase; P53779; purified JNK3 kinase activity, HTS; inhibition, % at 8 µM; 60,000 tested, 0.61% active; in the data active = inhibition above about 17%;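 also: 0% = DMSO and 100% = reference inhibitor; many of its hits are not listed in these tables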
# Target sequence (P53779 whole entry, looked up): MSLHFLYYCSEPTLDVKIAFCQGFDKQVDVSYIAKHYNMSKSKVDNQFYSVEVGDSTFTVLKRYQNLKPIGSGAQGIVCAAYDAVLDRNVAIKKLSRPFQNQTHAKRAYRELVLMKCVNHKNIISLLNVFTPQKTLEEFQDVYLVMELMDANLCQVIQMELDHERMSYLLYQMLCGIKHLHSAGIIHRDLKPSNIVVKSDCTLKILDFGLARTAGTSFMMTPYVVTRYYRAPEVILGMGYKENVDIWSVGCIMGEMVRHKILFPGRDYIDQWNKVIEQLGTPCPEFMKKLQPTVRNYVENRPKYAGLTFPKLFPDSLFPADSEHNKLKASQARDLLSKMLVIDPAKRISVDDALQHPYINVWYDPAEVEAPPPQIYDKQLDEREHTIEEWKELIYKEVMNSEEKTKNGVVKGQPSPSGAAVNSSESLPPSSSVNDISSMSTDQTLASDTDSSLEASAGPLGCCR
# FXIIa mix inh – blocks human factor XIIa in pooled compound mixtures | P00748 | inhibition, % at 5 µM | 62,000 tested, 0.2% active | purified FXIIa, fluorogenic substrate | AID 684;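 also: 0% = enzyme without compound and 100% = no enzyme blank; some results filed as inactive read as strong as hits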
# Target sequence (P00748 20-372 limits assumed): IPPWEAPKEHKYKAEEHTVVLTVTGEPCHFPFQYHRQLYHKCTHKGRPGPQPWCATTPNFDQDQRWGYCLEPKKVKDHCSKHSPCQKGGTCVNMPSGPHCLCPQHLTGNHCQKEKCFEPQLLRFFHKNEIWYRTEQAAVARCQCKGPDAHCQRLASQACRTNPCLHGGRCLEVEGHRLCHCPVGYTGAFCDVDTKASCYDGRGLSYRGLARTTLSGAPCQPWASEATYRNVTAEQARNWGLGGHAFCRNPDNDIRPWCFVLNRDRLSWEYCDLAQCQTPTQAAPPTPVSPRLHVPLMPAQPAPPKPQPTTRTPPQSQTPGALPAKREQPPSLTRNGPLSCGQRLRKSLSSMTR
# Target sequence (P00748 373-615 limits assumed): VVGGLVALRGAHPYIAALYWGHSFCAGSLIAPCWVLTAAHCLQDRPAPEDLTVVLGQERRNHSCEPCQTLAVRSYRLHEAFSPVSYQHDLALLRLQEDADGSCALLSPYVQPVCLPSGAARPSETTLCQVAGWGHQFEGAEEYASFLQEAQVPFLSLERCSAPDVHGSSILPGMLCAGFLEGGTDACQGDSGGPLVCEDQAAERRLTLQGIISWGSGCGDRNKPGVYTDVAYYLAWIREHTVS
# C1s block – blocks human complement C1s protease activity; purified C1s, fluorogenic AMC substrate, pooled mixtures; P09871; mean inhibition % of two 10-compound mixtures (hits give high values), % at 5 µM (by protocol); 62,000 tested, 0.16% active;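 active = inhibition above 20% in each of the two 10-compound mixture wells holding the compound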;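 also: 0% = enzyme wells lacking compound mixture and 100% = no-enzyme blank wells; some compounds called inactive have numbers as strong as hits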
# Starred values were filed as active, the others as inactive; · = not tested or not shown. Rule as the data show it, unless noted: active = inhibition above about 20% (passing the limit was not always enough); inactive = the rest.
1. COc1ccc(-c2cc3nc(C)c(CCC(=O)NCc4ccco4)c(C)n3n2)c(OC)c1
2. Cc1ccc(C(=O)NCc2ccc(Cl)cc2)o1
3. CN(C)CCNC(=O)c1ccc(CS(=O)(=O)c2c(Cl)cccc2Cl)o1
4. Cc1cccn2c(=O)c(C=Nc3c(C)n(C)n(-c4ccccc4)c3=O)c(N3CCCC3)nc12
5. COc1cc(OC)cc(C(=O)NCCN2CCOCC2)c1
6. COc1cccc(C2c3c(oc4cc(C)c(C)cc4c3=O)C(=O)N2CCCN(C)C)c1 (centres undefined)
Compound	1	2	3	4	5	6
CatS inh	4	-2	-3	16	2	14
CatG inh	-1	0	10	0	7	-6
CatL block	2	11	-4	0	-14	20
ROCK2 blocker	0	10	7	0	2	-3
FXIa inh mix	-4	-18	5	16	7	-1
PKA kinase inh	3	3	10	4	4	10
JNK3 blocker	-5	3	2	4	7	4
FXIIa mix inh	5	-4	-14	-2	4	6
C1s block	-39	-75	9	17	13	-65

7. C=CCNC(=O)c1ccccc1Cl
8. CC(C)NC(=O)c1cc(C(=O)c2cc(Cl)ccc2O)coc1=N
9. Cn1c(C(=O)N2CCN(c3ncccn3)CC2)cc2c(=O)n(C)c3ccccc3c21
10. CN(C)CCCN1c2ccccc2CCc2ccc(Cl)cc21
11. COc1cc(OC)c(NC(=O)c2c(-c3ccccc3)noc2C)cc1Cl
12. CC(=O)NCCn1c(SCC(=O)c2ccccc2)nc2ccccc2c1=O
Compound	7	8	9	10	11	12
CatS inh	7	6	4	-5	13	-5
CatG inh	-12	-1	9	5	-3	-10
CatL block	3	-16	-3	-9	4	8
ROCK2 blocker	-3	1	1	9	-1	3
FXIa inh mix	3	10	6	13	7	5
PKA kinase inh	2	-3	-5	1	0	8
JNK3 blocker	3	-3	-5	-6	5	6
FXIIa mix inh	-19	-1	4	-1	2	8
C1s block	-21	6	13	5	-8	-36

13. CCOC(=O)c1c(-c2ccccc2)csc1NC(=O)CSc1nnnn1C
14. Clc1ccc(-n2nnnc2SCc2c(-c3ccccc3)nc3sccn23)cc1
15. COc1cc(CC(=O)OC2CCOC2=O)cc(OC)c1OC (centres undefined)
16. CN1CCN(C(=O)C2(NC(=O)Nc3cccc(F)c3)CCCCC2)CC1
17. COc1ccc(CNC(=O)c2cnc3n(c2=O)CCS3)cc1
18. O=C(O)c1ccc(N2CCCC2=O)cc1
Compound	13	14	15	16	17	18
CatS inh	-3	-13	13	4	-2	-9
CatG inh	0	8	9	1	10	-6
CatL block	-2	-1	10	11	-4	11
ROCK2 blocker	1	3	0	6	-4	-1
FXIa inh mix	3	-12	4	-5	5	-7
PKA kinase inh	4	0	-2	6	-6	-4
JNK3 blocker	7	2	-5	0	-6	-4
FXIIa mix inh	1	3	6	-16	-4	4
C1s block	6	-48	4	-1	18	-41

# Structures from the list above with sulfur:
3. CN(C)CCNC(=O)c1ccc(CS(=O)(=O)c2c(Cl)cccc2Cl)o1
12. CC(=O)NCCn1c(SCC(=O)c2ccccc2)nc2ccccc2c1=O
13. CCOC(=O)c1c(-c2ccccc2)csc1NC(=O)CSc1nnnn1C
14. Clc1ccc(-n2nnnc2SCc2c(-c3ccccc3)nc3sccn23)cc1
17. COc1ccc(CNC(=O)c2cnc3n(c2=O)CCS3)cc1
Compound	3	12	13	14	17
CatS inh	-3	-5	-3	-13	-2
CatG inh	10	-10	0	8	10
CatL block	-4	8	-2	-1	-4
ROCK2 blocker	7	3	1	3	-4
FXIa inh mix	5	5	3	-12	5
PKA kinase inh	10	8	4	0	-6
JNK3 blocker	2	6	7	2	-6
FXIIa mix inh	-14	8	1	3	-4
C1s block	9	-36	6	-48	18

# Further entries.
19. C=CCn1c(=O)/c(=C/c2ccc(C)o2)s/c1=C(/C#N)C(=O)c1ccccc1
20. Cc1cc(C)n(-c2ccc(C(=O)NCc3ccc4c(c3)OCO4)cc2)n1
21. O=C(CCNC(=O)Cn1ccc2ccccc2c1=O)NCCN1CCN(c2ccccc2F)CC1
22. Cc1ncn(C23CC4CC(CC(O)(C4)C2)C3)n1
23. c1ccc2c(c1)[nH]c1c(N3CCC4(CC3)OCCO4)ncnc12
24. O=C(O)CCCn1nc(-c2ccccc2)c2ccccc21
Compound	19	20	21	22	23	24
CatS inh	-2	1	-10	-9	-9	4
CatG inh	0	-6	0	1	10	11
CatL block	-2	10	-4	·	-31	·
ROCK2 blocker	4	8	-3	2	4	-2
FXIa inh mix	4	9	7	9	3	-1
PKA kinase inh	3	2	-2	8	3	-4
JNK3 blocker	-3	5	-3	-4	-8	-2
FXIIa mix inh	0	-1	-11	13	2	2
C1s block	-20	-30	4	1	-11	3

25. CCCC(N)CCCCCC(=O)O (centres undefined)
26. CC1CN(C(=O)N[C@@H](Cc2ccccc2)C(=O)O)CC(C)O1 (some centres undefined)
27. COc1ccc(C2C=C(c3ccc(Br)s3)Nc3ncnn32)cc1OC (centres undefined)
28. CCN(C(=O)CSc1nncs1)c1c(N)n(Cc2ccccc2)c(=O)[nH]c1=O
29. COCCCNC(=O)CCCC(=O)NCCCOC
30. Cn1c(=O)c2c(nc(N3CCCCCC3)n2Cc2cccc3ccccc23)n(C)c1=O
Compound	25	26	27	28	29	30
CatS inh	-2	11	38	-1	-2	8
CatG inh	10	-11	10	11	5	4
CatL block	·	-1	-5	11	-8	8
ROCK2 blocker	5	-4	1	1	9	·
FXIa inh mix	4	0	10	6	-7	-5
PKA kinase inh	9	2	-5	1	5	6
JNK3 blocker	3	0	-3	6	-2	·
FXIIa mix inh	-1	8	40	9	3	9
C1s block	14	-14	11	4	-44	-17

31. CCCS(=O)(=O)N1CCC(C(=O)NCC2CCCO2)CC1 (centres undefined)
32. COc1cc2sc(C)nc2c2sccc12
33. COc1cccc(C(=O)N2CCN(Cc3ccccc3C(F)(F)F)CC2)c1
34. CCOC(=O)c1c(C)noc1CP(=O)(c1ccccc1)c1ccccc1
35. Cc1nc(=O)c(-c2ccccc2)c(C)n1-c1ccc(C(=O)O)cc1
36. COc1cccc(C(=O)Nc2cc(=O)n(C)c(=O)n2C)c1OC
Compound	31	32	33	34	35	36
CatS inh	-10	-2	16	-6	-1	-1
CatG inh	12	-4	-1	6	7	12
CatL block	-5	-17	·	16	14	·
ROCK2 blocker	0	-1	4	3	4	-2
FXIa inh mix	12	4	6	-6	-7	18
PKA kinase inh	-3	4	0	4	2	-4
JNK3 blocker	1	0	-3	-3	-3	5
FXIIa mix inh	0	-2	-10	-12	-18	-18
C1s block	6	-4	-8	-5	-5	10

37. Cc1nn(C)cc1CNC(=O)c1cnn2c1NC(c1ccc(Br)cc1)CC2C(F)(F)F (centres undefined)
38. Cn1c(=O)c2c(ncn2CC(O)CO)n(C)c1=O (centres undefined)
39. COc1cccc(NC(=O)CSc2nnc(-c3cc(C)n(-c4ccccc4)c3C)o2)c1
40. COc1ccc(S(=O)(=O)Nc2cc(C(=O)NCCC(C)C)ccc2N2CCOCC2)cc1
41. Cc1ccccc1CN1C(=O)CSc2ccc(C(=O)N3CCOCC3)cc21
42. CC1(C)CC(=O)C(Sc2nnc(-c3ccc(NS(C)(=O)=O)cc3)n2Cc2ccco2)C(=O)C1
Compound	37	38	39	40	41	42
CatS inh	11	-1	-2	1	-2	-4
CatG inh	9	1	3	1	9	7
CatL block	-1	14	17	13	-5	-9
ROCK2 blocker	0	7	4	6	-4	2
FXIa inh mix	19	8	-12	1	42	6
PKA kinase inh	2	6	6	14	-5	-4
JNK3 blocker	2	-5	-6	-1	4	8
FXIIa mix inh	9	-6	9	1	-1	-7
C1s block	14	5	-61	-4	2	12

# Individual results from the list.
# compound 42 in C1s block reads 12
# compound 39 in ROCK2 blocker reads 4
# compound 41 in FXIa inh mix reads 42
# compound 37 in CatL block reads -1
# compound 38 in C1s block reads 5

# More structures.
43. CCN1CCn2c1nc(N1CCCCC1)nc2=O
44. O=C(CN(C1CCCCC1)S(=O)(=O)c1ccc(F)cc1)NCCCO
45. CC(C(=O)NC(=O)NC1CCCCC1)N1CCN(c2ccccn2)CC1 (centres undefined)
46. N#Cc1cccc(C(c2nnnn2CCc2ccccc2)N2CCN(C3CCCCC3)CC2)c1 (centres undefined)
47. CCSC1=C(C#N)C(c2ccccc2Cl)CC(=O)N1 (centres undefined)
48. Cc1noc(/C=C/N(C)C)c1S(=O)(=O)N1CCCC(C(=O)NCc2ccco2)C1 (centres undefined)
Compound	43	44	45	46	47	48
CatS inh	9	-21	0	7	-6	-6
CatG inh	-3	-7	-47	13	7	0
CatL block	-2	·	17	23	·	-3
ROCK2 blocker	4	5	-10	1	·	3
FXIa inh mix	-8	-18	-8	15	9	6
PKA kinase inh	9	3	7	-3	·	-1
JNK3 blocker	-5	6	10	4	·	8
FXIIa mix inh	1	3	-12	7	1	0
C1s block	-22	-54	-23	16	11	1

49. CC(C)Cc1cc(-c2ccco2)c(C#N)c(N)n1
50. O=C(Cc1coc2ccc3ccccc3c12)N1CCCC1
51. CCOC(=O)c1cn(CC)c2ccc(Br)cc2c1=O
52. Cc1cccc(-c2nnc3n2N=C(c2ccccc2Br)CS3)c1
53. O=C(Cn1cc2c(n1)CCCCC2)N1CCc2ccccc21
54. O=C(NCCn1ccc2ccccc21)c1ccc(S(=O)(=O)N2CCOCC2)cc1
Compound	49	50	51	52	53	54
CatS inh	10	-3	20	1	0	0
CatG inh	-9	8	5	0	5	8
CatL block	4	8	-6	17	-2	-3
ROCK2 blocker	4	7	3	8	-1	2
FXIa inh mix	2	3	0	1	8	3
PKA kinase inh	7	5	-2	9	-10	8
JNK3 blocker	8	-6	-4	-1	-3	-4
FXIIa mix inh	7	16	0	4	6	5
C1s block	-36	7	4	2	8	3

# 2 compounds picked at random from those above, as already listed:
51. CCOC(=O)c1cn(CC)c2ccc(Br)cc2c1=O
49. CC(C)Cc1cc(-c2ccco2)c(C#N)c(N)n1
Compound	51	49
CatS inh	20	10
CatG inh	5	-9
CatL block	-6	4
ROCK2 blocker	3	4
FXIa inh mix	0	2
PKA kinase inh	-2	7
JNK3 blocker	-4	8
FXIIa mix inh	0	7
C1s block	4	-36

# (listing goes on)
55. COc1ccc(C2CC(c3ccc(F)cc3)Nc3nc(N)nn32)cc1 (centres undefined)
56. CC1(C)CC(=O)C2=C(C1)N(c1ccccc1)C(N)=C(C#N)C2c1cccnc1 (centres undefined)
57. O=c1nc(N(c2ccccc2)c2ccccc2)[nH]c(=O)[nH]1
58. Cc1cc(Nc2ccccc2)n(-c2ccccc2)n1
59. Oc1ccccc1-c1nnc(COc2ccc(Cl)cc2Cl)o1
60. CCCNC(=O)c1ccccc1NS(=O)(=O)c1ccc2c(c1)OCCO2
Compound	55	56	57	58	59	60
CatS inh	0	15	0	-7	5	2
CatG inh	7	8	8	12	14	5
CatL block	·	4	39	10	26	11
ROCK2 blocker	6	2	9	12	2	4
FXIa inh mix	9	-1	1	0	3	-12
PKA kinase inh	9	4	13	9	7	5
JNK3 blocker	-4	-4	-7	-3	0	3
FXIIa mix inh	-3	6	-1	-22	-1	7
C1s block	14	-2	9	2	16	-42

61. CSc1nc(-c2ccco2)nn1S(C)(=O)=O
62. C[N+](C)(C)CCOP(=O)([O-])OC[C@H](O)CO
63. N=c1n(CCO)c2ccccc2n1Cc1ccc(Cl)cc1
64. CN(C)c1ccc(CNCCC2(O)CCOC(C)(C)C2)cc1 (centres undefined)
65. COc1ccc(OC)c(C(=O)COC(=O)c2cc(C)oc2C)c1
66. CCOC(=O)N1CCN(c2c(NCCc3ccc(OC)c(OC)c3)c(=O)c2=O)CC1
67. CCOC(=O)c1cccc(NC(=O)CNC(=O)C2CCCCC2)c1
68. O=c1ccnc(NCCc2ccccc2)[nH]1
Compound	61	62	63	64	65	66	67	68
CatS inh	-2	2	3	-7	0	-6	-1	-5
CatG inh	1	-3	3	-3	10	9	-11	8
CatL block	-1	11	7	19	-3	·	-2	7
ROCK2 blocker	1	7	3	0	2	7	5	6
FXIa inh mix	9	4	-4	2	4	6	3	7
PKA kinase inh	2	0	11	5	12	-1	8	5
JNK3 blocker	-2	-2	6	-8	5	0	5	-2
FXIIa mix inh	0	-19	-21	13	12	-13	2	12
C1s block	7	7	-15	4	10	33	-43	21
